Screening data: PubChem, National Center for Advancing Translational Sciences (NCATS)
12-LOX inh = blocks human arachidonate 12S-lipoxygenase | purified 12hLO, xylenol orange hydroperoxide absorbance | Potency, µM (series often up to 108 µM), without a hit: top-dose activity change, negative = inhibition, hits mostly inhibitors | hit rate 1.1% among 580,000 | AID 1671190; active means well fitted inhibition curve with a large enough effect; inconclusive means small, poorly fitted or top-dose-only effect, or another doubt; inactive means no such curve, though single readings can be large or run the other way
Target sequence (P18054 whole entry, looked up): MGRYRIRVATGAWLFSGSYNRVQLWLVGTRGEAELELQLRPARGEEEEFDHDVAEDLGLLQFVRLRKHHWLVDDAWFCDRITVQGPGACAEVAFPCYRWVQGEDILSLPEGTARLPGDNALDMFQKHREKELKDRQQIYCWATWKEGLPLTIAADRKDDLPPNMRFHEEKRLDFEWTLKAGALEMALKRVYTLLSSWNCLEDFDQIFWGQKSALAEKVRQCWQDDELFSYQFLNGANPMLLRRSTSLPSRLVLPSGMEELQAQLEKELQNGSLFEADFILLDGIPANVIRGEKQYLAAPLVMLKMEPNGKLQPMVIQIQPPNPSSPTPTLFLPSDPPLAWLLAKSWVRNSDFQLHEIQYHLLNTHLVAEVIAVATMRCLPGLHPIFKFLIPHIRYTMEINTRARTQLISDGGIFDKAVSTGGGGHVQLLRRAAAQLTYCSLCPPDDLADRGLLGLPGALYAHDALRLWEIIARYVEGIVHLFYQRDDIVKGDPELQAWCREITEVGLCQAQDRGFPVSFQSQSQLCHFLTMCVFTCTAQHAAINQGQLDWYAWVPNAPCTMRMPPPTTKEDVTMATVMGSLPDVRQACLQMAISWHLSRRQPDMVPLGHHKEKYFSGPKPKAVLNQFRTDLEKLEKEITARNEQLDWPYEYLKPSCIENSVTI
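Purified human 12hLO at 150 nM in 25 mM Hepes, 0.01% Triton X-100, pH 7.0, preincubated 15 min at room temperature with compound. Reaction started with 40 uM arachidonic acid, 30 min at room temperature. Hydroperoxide measured by Fe-xylenol orange, 573/405 nm absorbance ratio.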
* = called active by the depositor; ? = inconclusive; [ ] = remark or other dose. On the % scale 0 is the no-effect control and ±100 the full control effect; potency means the concentration at half of the fitted maximal effect.

SMILES	12-LOX inh
Cc1ccc(CN2CCc3oc(C)c(C(=O)NC4CCCC4)c3C2)cc1	25µM*
c1ccc(CCc2nc3nccc(-c4ccco4)n3n2)cc1	-18%
CN(C(=O)c1ccc(C(F)(F)F)cc1)C1CCCc2ccccc21 (stereo unspecified)	-8%[176 µM]
CC1=C[C@@H](CNS(=O)(=O)Cc2ccccc2)[C@H](C(C)C)C[C@H]1CC(=O)N1CCOCC1	28%
CSCC(=O)N[C@H]1CCN2C(=O)c3cc(-c4cccc(C)c4C)ccc3NC(=O)[C@H]12	?
COC1CCN(C(=O)Cc2c[nH]c3ncc(-c4ccccc4)cc23)CC1	14%[176 µM]
O=C(NCCC1CCN(C(=O)Nc2cc(F)ccc2F)CC1)C1CCCC1	25%
NC(=O)c1c(N)[nH]c(C(=O)c2ccccc2)c1-c1ccc(Cl)cc1Cl	-17%
Cc1nc(CC(=O)N2CCC3(CCCN(Cc4ccccc4F)C3=O)C2)cs1 (stereo unspecified)	29%
CC(C)CN1CCOC[C@H](Oc2ccc(S(C)(=O)=O)cc2)C1	18%[176 µM]
COc1cccc(CNCC2(CO)C[C@@H](O)[C@@H](O)C2)c1 (stereo partly specified)	?
COCCNC(=O)c1ccc(CC2CCN(C(=O)CCc3c(C)nn(C)c3C)CC2)cc1	1%
CCCn1c(C)cnc1CC1CCN(S(=O)(=O)c2ccccc2)C1 (stereo unspecified)	41%[activator]
CCN1CC(c2ccccc2)CC2(CCN(C(=O)COC)CC2)C1 (stereo unspecified)	7%
CCCNC(=O)N1CCC2(CCCN(Cc3cccc(F)c3F)C2=O)C1 (stereo unspecified)	45%[activator]
CN(C/C=C/c1ccccc1)C(=O)C1CCC(=O)N(Cc2cccc(F)c2)C1 (stereo unspecified)	15%
O=C(Cn1nc2c(cc1=O)CCCC2)Nc1cccc2[nH]ccc12	3%
OC1(CN2CCCCC2)CCN(c2nc3ccccc3s2)C1 (stereo unspecified)	29%
COC[C@H]1CCCN1C(=O)CC[C@@H]1CNC(=O)[C@@H]2C[C@H](NC(=O)Nc3ccc(F)cc3F)CN12	1%
COc1ccc(Cl)cc1C(=O)N1CCC2(CC1)N=C(c1ccc(C)cc1)NO2	8%
Cc1noc(-c2cccs2)c1C(=O)NC(C)c1cccc2ccccc12 (stereo unspecified)	-12%
COCCN1C(=O)[C@H]2CN(Cc3ccc(C(C)C)cc3)C[C@H]2C1=O	38%[activator]
Cc1cccc(CNC[C@H]2Cn3c(-c4ccc(Cl)cc4)cnc3CO2)n1	36%[activator][176 µM]
COc1ccc(OC)c(CN2CCCn3nc(C)c(-c4ccnn4C(C)C)c32)c1	5%[176 µM]
COc1ccc(CN2CCC3(CC2)C(=NC2CCCCC2)NC(=O)N3c2cc(F)cc(F)c2)cc1	7%[6.33 µM]
CCCCNC(=O)C[C@H]1C[C@@]2(C(=O)OC)C(=C[C@H](C(C)(C)C)O[C@@H]2C)N(Cc2ccccc2)C1=O	1%
Cc1nc2cccnc2n1CC1CCCN(C(=O)Nc2ccc3c(c2)OCCO3)C1 (stereo unspecified)	27%
COc1ccc(Cl)cc1C(=O)N1CCC2(CC1)NC(=O)N(c1cccc(F)c1)N2	?
Cc1cn2nc(-c3nc(C4CCCN(C(=O)c5cccc(Cl)c5)C4)no3)cc2c(=O)[nH]1 (stereo unspecified)	37%[activator]
COc1ccc2[nH]c3c(c2c1)CCN(C)C31CCN(C(=O)C2CCC2)CC1	-2%

Another view of some results above.
> Cc1cccc(CNC[C@H]2Cn3c(-c4ccc(Cl)cc4)cnc3CO2)n1
  12-LOX inh: 36%[activator][176 µM]
> COc1ccc(OC)c(CN2CCCn3nc(C)c(-c4ccnn4C(C)C)c32)c1
  12-LOX inh: 5%[176 µM]
> COc1ccc(CN2CCC3(CC2)C(=NC2CCCCC2)NC(=O)N3c2cc(F)cc(F)c2)cc1
  12-LOX inh: 7%[6.33 µM]

Going on with the list:
SMILES	12-LOX inh
CS(=O)(=O)NC[C@H]1Cn2ccnc2CO1	-1%[176 µM]
Cc1nn(-c2cccc(Br)c2)c(C)c1[C@@H]1C=C[C@@H](NC(=O)CCCC(=O)O)C1	?
CN1C(=O)c2cccn2CC1CNC(=O)c1cn[nH]c1-c1ccc(F)cc1 (stereo unspecified)	9%
CC(C)(N)C(=O)NC1CCCN(C2Cc3ccccc3C2)C1 (stereo unspecified)	13%
CC(=O)N1Cc2ccccc2CC2(CCCN(Cc3ccccc3)C2)C1 (stereo unspecified)	?
O=C(Cn1ccn2nc3c(c2c1=O)CCCCC3)NCc1ccc(Cl)cc1	9%
CCNC(=O)[C@@H]1C[C@H](NC(=O)CCc2ccccc2F)CN1C1CCCC1	0%
O=C(c1ccccn1)N1CC(Oc2ccc(F)c(F)c2)C1	4%[12.5 µM]
Cc1ccc(C(=O)N2CCC([C@@H]3CNC[C@H]3CO)CC2)c(C)c1	14%
COCCn1ncc(N2CCCC(CC(=O)Nc3cc(OC)ccc3OC)C2)cc1=O (stereo unspecified)	47%[activator]
CN(C)C1CCN(c2nccc(C3(c4ccccc4Cl)CCNCC3)n2)C1 (stereo unspecified)	13%
COc1ccc(CC(=O)N[C@@H]2COCC[C@H]2OCc2ccccn2)cc1	30%
CC(C)NCCN1CCCC1	-2%[22.9 µM]
COC(=O)C1=C(C)N(Cc2cccc(C(F)(F)F)c2)C(=NCc2ccc(OC)cc2)NC1c1ccc(F)cc1 (stereo unspecified)	?
COc1ccc(C(=O)N2CCc3ccc(C(=O)NCc4cccnc4)cc32)cc1	40%[activator]
CCn1c2c(c(=O)n1Cc1ccccc1)CCN(C(=O)c1cnccn1)C2	6%[176 µM]
COCCC1(C(=O)O)CCCN(Cc2cn[nH]c2C2CCCCC2)C1 (stereo unspecified)	8%
COC(=O)C[C@@H]1C[C@H]2c3cc(NC(=O)Nc4ccccc4F)ccc3O[C@H]2[C@@H](CO)O1	-26%
COC1C(=O)N(C2CCN(S(=O)(=O)c3c(C)nn(C)c3C)CC2)C12CCOCC2 (stereo unspecified)	82%[activator]
CNC(=O)c1noc(CN2CCCC(C)(c3ccccc3)C2)n1 (stereo unspecified)	72%[activator]
Fc1ccc(OCC2CCCN(c3ccc(Cn4ccnc4)cn3)C2)cc1 (stereo unspecified)	-1%
O=C1NCc2ccccc2CC12CCN(Cc1c[nH]c3ccccc13)CC2	0%[6.33 µM]
COC(=O)Cc1nnn2c1[C@H](C)[C@H](c1ccccc1Br)OC[C@@H]2c1ccccc1	?
O=C(C[C@@H]1O[C@H](CNC(=O)Nc2ccccc2)[C@@H](O)[C@H]1O)NCCN1CCOCC1	41%[activator][176 µM]
Cc1ccc(-n2c(C3CCN(C(=O)COc4cccc(C)c4)CC3)n[nH]c2=O)cc1	?
CN1CCN(c2ccc3ncn(-c4cccnc4)c(=O)c3n2)CC1	61%[activator][176 µM]
CCn1nc(C(=O)N2C[C@@H](CN3CCN(C)CC3)[C@@H](CO)C2)cc1C	61%[activator]
COCCN1C(=O)CC[C@]2(C(=O)NCc3ccccc3Cl)CCCC[C@@H]12	19%
O=C(O)c1ccnc(-c2ccnc(NCCCN3CCCC3=O)n2)c1	8%
O=C(CC1=C2CCCCC2N(Cc2ccc(F)cc2)C1=O)Nc1ccc(F)cc1 (stereo unspecified)	18%
OC1CC(c2cc(NCC3(c4ccccc4)CCOCC3)ncn2)C1 (stereo unspecified)	28%
CS(=O)(=O)N1CCCN(Cc2cn[nH]c2-c2cccs2)CCNC(=O)CC1c1ccccc1 (stereo unspecified)	38%[activator]
CC(C)CN1CCN(C(=O)[C@@H]2CN(S(C)(=O)=O)C[C@H]2c2ccncc2)CC1	44%[activator]
Cc1ccc(-c2cnc([C@@H]3COCCN3C3CCC3)[nH]2)cc1	13%[176 µM]
CCOc1ccc(C(=O)N2CCCC3(C2)Nc2cccnc2NC3=NC2CCCC2)cc1 (stereo unspecified)	45%
CN1CCN(S(=O)(=O)c2cc(Br)cc(C(=O)O)c2)CC1	16%
CC(C)N1CC2CCC(C1)N2Cc1ccc(Cl)cc1	?
Cc1cccnc1C(C)n1cc(-c2ccccc2-c2ccco2)nn1 (stereo unspecified)	23%
Cc1ccc(NC(=O)N2C[C@@H](Oc3cccnc3)C[C@H]2C(=O)N2CCCC2)cc1C	?
O[C@@H]1CC(CNCc2ccccn2)(COc2cccnc2)C[C@@H]1O (stereo partly specified)	27%
NC(=O)C1CCN(CC[C@H]2CN(C(=O)Cc3ccccc3)CC[C@H]2CC(=O)O)CC1	-6%[176 µM]
CN1c2cc(C(=O)NC3CCCCC3)ccc2C(=O)N2CCCCC21 (stereo unspecified)	9%
CCCCNC(=O)C1(c2ccc(NC(=O)C(C)C)cc2)CCCCC1	-9%
O=C(Cn1ccn2nc(-c3ccc(F)cc3)c(CO)c2c1=O)Nc1cc(F)ccc1F	4%
CN1C[C@@H](NC(=O)Nc2cccc(C#N)c2)C[C@H]1c1nc(-c2ccncc2)no1	-3%[176 µM]
O=c1c2nc(-c3ccc(F)cc3)ccc2ncn1Cc1ccccn1	16%[176 µM]
COCCn1ncc(N2CCC(C(=O)N3CCC(N(C)Cc4cccc(Cl)c4)CC3)C2)cc1=O (stereo unspecified)	-5%
COc1cccc(C2Cn3nnc(-c4nc(-c5ccccc5)no4)c3CO2)c1 (stereo unspecified)	-8%
O=C(c1ccoc1)N1CC(c2nnc(-c3ccncc3)o2)C2(CCOCC2)C1 (stereo unspecified)	11%
COc1ccc(C(=O)N2CCc3nc(C(C)C)nc(-c4ccc(OC)cc4)c3CC2)cc1	-7%

Reprinted at random: five compounds from above, in no set order.
SMILES	12-LOX inh
CN1c2cc(C(=O)NC3CCCCC3)ccc2C(=O)N2CCCCC21 (stereo unspecified)	9%
O=c1c2nc(-c3ccc(F)cc3)ccc2ncn1Cc1ccccn1	16%[176 µM]
CN1C[C@@H](NC(=O)Nc2cccc(C#N)c2)C[C@H]1c1nc(-c2ccncc2)no1	-3%[176 µM]
COCCn1ncc(N2CCC(C(=O)N3CCC(N(C)Cc4cccc(Cl)c4)CC3)C2)cc1=O (stereo unspecified)	-5%
CCCCNC(=O)C1(c2ccc(NC(=O)C(C)C)cc2)CCCCC1	-9%

Next records
SMILES	12-LOX inh
CCn1ccnc1CN1CCc2[nH]cnc2C1c1ccc(OC)c(F)c1F (stereo unspecified)	97%[activator]
COc1ccc(NC(=O)Cn2c(=O)c(-c3noc(C)n3)c3n(c2=O)CCCC3)cc1	2%
Cc1c(CN2CCC(O)(c3ccccc3)[C@H](N3CCCC3)C2)cnn1C (stereo partly specified)	435%[activator]
CC(C)c1ccc(CN2CCC(CNS(=O)(=O)C3CC3)C2)cc1 (stereo unspecified)	33%[activator]
COc1cccc(CN[C@@H]2CCC[C@@H](C(=O)N3CCN(C)CC3)CC(=O)N(C)C2)c1	7%[176 µM]
CC(C)NC(=O)N1CCC2(CC1)CN(C(=O)c1ccc3[nH]ccc3c1)Cc1ccccc1O2	-2%[6.33 µM]
COC1C(=O)N(C2CCN(C(=O)c3ccoc3)CC2)C12CCOCC2 (stereo unspecified)	11%
CO[C@@H]1CCOC[C@H]1NC(=O)c1ccccc1OC(F)(F)C(F)F	57%[activator]
O=C(NCC1CCN(C(=O)C(=O)c2cccs2)CC1)c1cccnc1	3%
Cc1nn(C)c2ncnc(N3CCCC(Cc4nc5ccccc5[nH]4)C3)c12 (stereo unspecified)	17%
COc1ccc(CN2Cc3[nH]nc(-c4cncnc4)c3CC2=O)cc1	7%[176 µM]
CCc1cc(C2CCCN2C(=O)c2cccs2)on1 (stereo unspecified)	45%[activator]
Cc1cc(CN(C)C(=O)C2C3C(=O)N(Cc4ccc(C)c(C)c4)C[C@@]34C=C[C@@H]2O4)no1 (stereo partly specified)	66%[activator]
CCOc1ccc(CC(=O)N2C[C@@H](COC)[C@H](c3ccncc3)C2)cc1	16%
CCOC(=O)N1CCN(C(=O)C[C@H]2C[C@@]3(C(=O)OC)C(=C[C@H](COCc4ccccc4)O[C@@H]3C)N(Cc3ccc4c(c3)OCO4)C2=O)CC1	-1%
Cc1cn2nc(C(=O)NCc3ccccc3F)cc2c(N2CCSCC2)n1	?
CCOc1nccn2c(-c3ccc(CNc4ccc(OC)nc4)cc3)cnc12	56%[activator][176 µM]
N#Cc1cccc(C(=O)N2CCOCCNC(=O)[C@@H]3CCC[C@@H]32)c1	27%
O=C(CC1C(=O)NCCN1Cc1cccc(Oc2ccccc2)c1)NCc1ccco1 (stereo unspecified)	-2%
CC(C)c1nnc(C2CN(C(=O)c3ccoc3)CC23CCOCC3)o1 (stereo unspecified)	-7%
CCCN(CC1CCOC1)S(=O)(=O)c1cc(F)cc(F)c1 (stereo unspecified)	43%[activator]
O=C(Nc1cccc(Cl)c1)N1CCC2(CC1)SCC(=O)N2Cc1ccco1	25%
CCCn1ncc(NC(=O)c2cccc(CN3CCC[C@@H]3COC)c2)n1	2%
Cc1ccc(C2Cn3nnc(C(=O)N4CCC(C(=O)NC(C)c5ccccc5)CC4)c3CO2)cc1 (stereo unspecified)	-9%
c1ccc(C(c2ccccc2)N2CCN(Cc3nc(-c4ccccn4)no3)CC2)cc1	153%[activator]
CCOC(=O)C1CCCN(C(=O)c2cc3c(s2)CN(C2CCCC2)C3)C1 (stereo unspecified)	259%[activator]

This is a subset; the hit share may differ from the screen's.
